ANO1 block: inhibitors of mouse TMEM16A calcium-activated chloride channel | HEK293 TMEM16A/YFP iodide influx fluorescence, ionomycin | normalized B-score (activity score, 25-100; higher = stronger inhibition) at 10 µM | hit rate 1.2% among 310,000;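 active means ratio plate-corrected score three or more library SD toward inhibition, starting fluorescence score within five deviations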;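 further: score derived from kinetic fluorescence span divided by baseline fluorescence per well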
RGS4 inh: human RGS4 inhibition. hit rate 0.45% among 310,000. HEK293 M3R/RGS4 inducible, Fluo-4 calcium flux; hits give high values; triggered by carbachol at its EC20. B-score at 10 µM. P49798;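 active means B-score, a plate-corrected calcium signal, over three deviations above library mean, with baseline fluorescence within five deviations of library mean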;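 further: RGS4 expression induced by doxycycline in cells with stable M3 receptor; B-score is computed from the integrated fluorescence ratio over baseline after carbachol; higher B-score means a larger calcium signal and so more RGS4 inhibition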
Target sequence (P49798 whole entry, looked up): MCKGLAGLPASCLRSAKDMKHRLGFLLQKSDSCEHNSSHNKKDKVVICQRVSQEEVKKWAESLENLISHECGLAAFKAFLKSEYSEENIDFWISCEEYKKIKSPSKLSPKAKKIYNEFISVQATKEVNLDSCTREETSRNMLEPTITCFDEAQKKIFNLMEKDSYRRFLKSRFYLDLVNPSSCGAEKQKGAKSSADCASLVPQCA
MrgX1 antagonist: human MrgX1 receptor antagonism, primary screen | AID 588676 | MRGX1-HEK293 calcium flux, Fluo-4, BAM8-22 antagonism; hits give low values | B-score at 10 µM | hit rate 1.3% among 310,000 | Q96LB2;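 active means calcium-response B-score plate-corrected more than 3 library SD below zero, starting fluorescence within 5 deviations, no agonist response on first addition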;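 further: peak minus trough fluorescence over baseline after final BAM8-22 challenge near maximal dose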
Target sequence (Q96LB2 whole entry, looked up): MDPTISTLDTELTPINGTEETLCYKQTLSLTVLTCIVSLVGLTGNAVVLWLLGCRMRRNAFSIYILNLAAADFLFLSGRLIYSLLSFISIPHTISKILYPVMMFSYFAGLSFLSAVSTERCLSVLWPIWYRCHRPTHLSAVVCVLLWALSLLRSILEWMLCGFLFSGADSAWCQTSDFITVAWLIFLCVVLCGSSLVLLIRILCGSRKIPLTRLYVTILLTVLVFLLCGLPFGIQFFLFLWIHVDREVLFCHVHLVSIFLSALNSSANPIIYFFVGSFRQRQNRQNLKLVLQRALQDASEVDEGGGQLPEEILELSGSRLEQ
RGS4 act: RGS4 potentiation or activation | HEK293 M3R/inducible RGS4, carbachol calcium flux Fluo4; hits give low values | B-score at 10 µM | hit rate 0.92% among 310,000;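 active means B-score of the integrated calcium signal more than 4 SD below the library mean, with starting fluorescence not abnormally high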;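 further: negative B-score means reduced calcium response which marks RGS4 activation or potentiation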
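Also added: carbachol at ECmax as muscarinic agonist stimulus; Assay system: HEK293 cells with stable M3R and inducible RGS4; Timing: overnight RGS4 induction, 30 min dye load 37 °C, 20 min compound RT; Measured by: Fluo4-AM (2 µM) calcium-flux fluorescence, kinetic read.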
MrgX1 allo act: allosterically activates human MrgX1 receptor signaling; MrgX1-HEK293, Fluo-4 calcium flux, FDSS; hits give high values; Q96LB2; hit rate 0.63% among 310,000; AID 588675; B-score at 10 µM;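 active means plate-corrected calcium response at least 3 library SD above typical, normal starting fluorescence, not activating the receptor alone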;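 further: compound read alongside a low EC10 to EC30 dose of BAM8-22 agonist; peak minus trough fluorescence over baseline measured at the second addition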
TRPC6 inh: mouse TRPC6 channel inhibition; Q61143; HEK293-TRPC6, membrane potential dye, ACh-evoked depolarization; hits give low values; B-score at 10 µM; hit rate 1.1% among 310,000; AID 2553;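 active means B-score under library mean minus 3 SD, initial fluorescence not abnormally high, positive integrated signal ratio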;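 further: B-score derived from integrated fluorescence ratio over the kinetic read; more negative B-score means stronger inhibition of depolarization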
TRPC6 act: activators of mouse TRPC6 channel; Q61143; HEK293-TRPC6 membrane potential dye fluorescence; hits give high values; B-score at 10 µM; hit rate 0.13% among 310,000; AID 2550;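 active means B-score of the integrated fluorescence ratio above library mean plus 3 SD, and starting fluorescence ratio within library mean plus 5 SD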;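 further: higher score means more depolarization so channel activation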
TMEM16A act: activators or potentiators of mouse TMEM16A chloride channel | AID 623877 | hit rate 0.3% among 340,000 | B-score at 10 µM | HEK293 TMEM16A/YFP-H148Q/I152L, iodide quench fluorescence; hits give low values;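 active means fluorescence-ratio B-score plate-corrected deviation score at least 3 library SD below zero, with starting fluorescence score within 5 deviations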;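 further: channel opened by trigger with iodide after compound preincubation; score built on the fluorescence ratio of max minus min over baseline; more negative score means more quench and so TMEM16A activation or potentiation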
SKKanGAS inh: SKKanGAS growth inhibition; inhibition, % at 7.5 µM; AID 1662; S. pyogenes SKKanGAS, kanamycin growth, BacTiter-Glo, 6 h; hit rate 1.3% among 300,000;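 active means mean replicate score, as percent of positive control median, at least 50; inconclusive means mean below 50 but one replicate at or above 50; inactive means mean and every replicate below 50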;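 further: strain carries kanamycin resistance gene driven by streptokinase promoter and grows in 40 µg/ml kanamycin; loss of luminescence reflects streptokinase promoter inhibition or plain growth inhibition; 0% = median of DMSO wells and 100% = positive control at its reference dose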
MrgX1 ag: agonists of human MrgX1 receptor. Q96LB2. MrgX1-HEK293 cells, Fluo-4 calcium fluorescence, agonist mode; hits give high values. B-score at 10 µM. hit rate 0.44% among 310,000. AID 588627;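 active means calcium response B-score plate-corrected fluorescence ratio at least 3 library SD, with starting fluorescence B-score inside 5 SD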
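Test system: Stable human MrgX1 HEK293 cell line | Schedule: Overnight plating before 1 h dye loading | Read-out basis: Baseline-normalised fluorescence change ratio, B-scored | Detection: Kinetic calcium dye fluorescence, Fluo-4 NW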
HDAC3 inh: human HDAC3 inhibition | O15379 | recombinant HDAC3, fluorogenic peptide/trypsin coupled, fluorescence | hit rate 0.15% among 320,000 | inhibition, % at 8.3 µM; in the data active means inhibition above about 26%, passing the limit was not always enough; inconclusive means no clear call, values can overlap the other calls
Target sequence (O15379 whole entry, looked up): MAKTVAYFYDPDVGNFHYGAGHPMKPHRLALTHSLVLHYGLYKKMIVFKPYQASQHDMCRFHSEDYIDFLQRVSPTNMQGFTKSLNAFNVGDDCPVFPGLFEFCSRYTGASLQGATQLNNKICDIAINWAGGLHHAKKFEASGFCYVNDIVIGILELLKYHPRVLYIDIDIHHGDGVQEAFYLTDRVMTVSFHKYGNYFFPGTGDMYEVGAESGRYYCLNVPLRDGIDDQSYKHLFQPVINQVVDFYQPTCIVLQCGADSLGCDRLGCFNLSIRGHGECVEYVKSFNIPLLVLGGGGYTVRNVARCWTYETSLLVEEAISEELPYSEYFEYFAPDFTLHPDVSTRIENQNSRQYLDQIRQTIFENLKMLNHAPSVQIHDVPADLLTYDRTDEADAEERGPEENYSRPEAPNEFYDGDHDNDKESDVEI
The depositor's hits bear a star; i = inactive; ? = inconclusive; . = no result given.

SMILES	ANO1 block	RGS4 inh	MrgX1 antagonist	RGS4 act	MrgX1 allo act	TRPC6 inh	TRPC6 act	TMEM16A act	SKKanGAS inh	MrgX1 ag	HDAC3 inh
Cc1nnsc1C(=O)N1CCCC(Nc2ccc(F)c(F)c2)C1 (stereo unspecified)	i	i	i	i	i	i	i	i	-3.7	i	-6.8
O=C(NCCC1=CCCCC1)C1CCN(S(=O)(=O)c2ccccc2C(F)(F)F)CC1	i	i	i	i	i	i	i	i	1.4	i	0.8
CCCNC(=S)Nc1ccc(Cl)cc1Cl	i	i	i	i	i	i	i	i	8.3	i	-0.1
O=C(Nc1nnc(C(F)(F)F)s1)c1c(F)cccc1F	i	i	i	i	i	i	i	i	12.0	i	-0.7
O=C1c2ccccc2C(=O)N1CN(C(=O)COc1ccccc1)c1ccc(F)cc1	i	i	i	i	i	i	i	i	0.1	i	-1.7
O=C(Nc1ccc2nc3n(c(=O)c2c1)CCCCC3)C(=O)N1CCN(c2ccc(F)cc2)CC1	i	i	i	i	i	i	i	i	0.3	i	3.2
CC(=O)Nc1ccc(S(=O)(=O)N2CCC(C(=O)NCCc3ccc(Cl)cc3)CC2)cc1	i	i	i	i	i	i	i	i	-5.1	i	8.0
O=C(NCCC1=CCCCC1)c1ccc(F)cc1	i	i	-6.23*	i	i	i	i	i	3.4	i	.
O=C(NC1CCCCC1)C(c1ccccc1)N(Cc1ccco1)C(=O)Cn1cnc2ccccc21 (stereo unspecified)	.	i	.	i	.	i	17*	i	10.1	.	.
CCN(C(=O)Cn1nc(C(=O)O)c2ccccc2c1=O)C1CCCCC1	i	i	i	i	i	i	i	i	-0.1	i	10.4
COc1cc(NC(=O)CSc2nc(C)cs2)cc(OC)c1	i	i	i	i	i	i	i	i	-5.7	i	.
COc1ccc(C2C(C(=O)c3cccs3)=C(O)C(=O)N2c2cccc(C)n2)cc1 (stereo unspecified)	i	i	i	i	i	i	i	i	10.3	i	-0.5
CCOc1ccc(N(CC(=O)NC(C)(C)C)C(=O)CCC(=O)Nc2nccs2)cc1	i	i	i	i	i	i	i	i	10.8	i	0.4
Cc1ccccc1NC(=S)N(Cc1ccco1)C(C)c1cccs1 (stereo unspecified)	i	i	i	i	i	i	i	i	-0.8	i	.
Cc1cccc(NC(=S)Nc2ccc(Cl)c(Cl)c2)c1	i	i	i	i	i	i	i	i	82.0*	i	-2.3
Clc1ccccc1CSc1nnc(-c2ccncc2)o1	i	i	i	i	i	i	i	i	-1.8	i	6.8
O=c1c2ccccc2nnn1Cc1ccc2ccccc2c1	i	i	i	i	i	i	i	i	1.9	i	3.4
CCOC(=O)c1c(-c2cccs2)csc1NC(=O)CN1CCOCC1	i	i	i	i	i	i	i	i	-15.3	i	3.1
O=C(N/N=C/c1ccc(OC(F)F)cc1)c1cccc(S(=O)(=O)N2CCOCC2)c1	i	i	i	i	i	i	i	i	-2.8	i	4.7
Cc1ccc(NC(=O)CN2CCN(C(=O)C3CCCO3)CC2)c(C)c1 (stereo unspecified)	i	i	i	i	i	i	i	i	2.3	i	-0.4
Cc1cccc(C(=O)C2CCN(S(=O)(=O)c3cccc(C(=O)O)c3)CC2)c1	.	i	.	i	.	i	i	i	9.1	.	.
Cc1ccc(O)c(NC(=O)c2cc(-c3cccs3)on2)c1	i	i	i	i	i	i	i	i	-0.7	i	3.4
O=C(CN(c1ccccc1)S(=O)(=O)c1ccc(F)cc1)NC1CCCCCC1	i	i	i	i	i	i	i	i	-5.6	i	-2.9
COc1ccc2c(c1)CCc1c(C(=O)Nc3ccc(OC)c(OC)c3)noc1-2	i	i	i	i	i	i	i	i	-6.7	i	4.7
CCOC(=O)C1CCN(C(=O)c2cc3cc(F)ccc3[nH]2)CC1	i	i	i	i	i	i	i	i	6.2	i	4.9
COc1ccc(N2CC(NS(=O)(=O)c3ccc4ccccc4c3)CC2=O)cc1OC (stereo unspecified)	i	i	i	i	i	i	i	i	5.4	i	-1.5
Cc1csc(NC(=O)c2ccc(Cl)nc2)n1	i	i	i	i	i	i	i	i	4.8	i	7.3
COc1cc(/C=N/NC(=O)C(Cc2c[nH]c3ccccc23)NC(=O)OCC(C)C)cc([N+](=O)[O-])c1O (stereo unspecified)	i	i	i	i	i	i	i	i	14.3	i	9.5
COc1ccc(N2C(=O)CC(Sc3n[nH]c(-c4ccccc4)n3)C2=O)cc1 (stereo unspecified)	i	i	i	i	i	i	i	i	-1.5	i	?
COc1ccc(CCNC(=O)c2cccnc2)cc1OC	i	i	i	i	i	i	i	i	0.7	i	-1.6
CCOC(=O)C1=C(COC(=O)c2cc(OC)c(OC)cc2[N+](=O)[O-])NC(=O)NC1C (stereo unspecified)	i	i	i	i	i	i	i	i	-0.6	i	3.1
CC1=NNC(=O)/C1=C\c1cn(-c2ccccc2)nc1-c1ccc(Cl)cc1	i	i	i	i	i	i	i	i	65.9*	i	4.1
COc1ccc(C)cc1NC(=O)CCN1CC(C)OC(C)C1 (stereo unspecified)	i	i	-5.12*	i	i	i	i	i	0.3	i	-0.9
N#CC(Cc1ccc(OC(F)F)cc1)c1nc2ccccc2[nH]1 (stereo unspecified)	i	i	i	i	i	i	i	i	-2.3	i	1.4
CCOC(=O)C1=C(C)N(CCCC(=O)O)C(=O)NC1c1ccccc1 (stereo unspecified)	i	i	i	i	i	i	i	i	1.3	i	10.9
O=C1CN=C(Nc2cccc(C(F)(F)F)c2)N1C1CCCC1	i	i	i	i	i	i	i	i	-4.3	i	1.3
COc1ccc(N2CCN(CC(=O)c3ccc(O)c(C)c3O)CC2)cc1	i	i	i	i	i	i	i	i	-1.1	i	2.9
COc1cc(OC)cc(C(=O)N2CCC3(CC2)NCCc2[nH]cnc23)c1	i	i	i	i	i	i	i	i	-0.3	i	-9.8
CC(C)CCNC(=O)NC(=O)COc1ccccc1C#N	i	i	i	i	i	i	i	i	-3.4	i	4.1
Cc1noc(C)c1C(=O)N(CC(=O)NC1CCCC1)Cc1ccccc1F	i	i	i	i	i	i	i	i	2.6	i	0.6
CCOc1ccc2[nH]c(O)c(NC(C)=O)c2c1	i	i	i	i	i	i	i	i	2.2	i	0.0
Cc1cccc(N2CCN(C(=O)CS(=O)(=O)Cc3nc(-c4ccccc4F)oc3C)CC2C)c1 (stereo unspecified)	i	i	i	i	i	i	i	i	-4.5	i	0.8
Cn1c2ccccc2c2c(C(=O)NCC3CCCO3)cn(C3CCCC3)c(=O)c21 (stereo unspecified)	i	i	i	i	i	i	i	i	-4.6	i	4.8
OCCC1CN(Cc2cccn2-c2ncccn2)CCN1Cc1ccc(F)cc1 (stereo unspecified)	i	i	i	i	i	i	i	i	-2.8	i	.
CCOC(=O)c1oc2ccc(S(=O)(=O)n3nc(-c4ccccc4)cc3N)cc2c1C	i	i	i	i	i	i	i	i	14.5	i	10.3
O=C(O)CSCC(=O)c1ccccc1	i	i	i	i	i	i	i	i	-7.8	i	7.7
Cc1cc([N+](=O)[O-])ccc1Nc1nc2ccccc2n2cnnc12	i	i	i	i	i	i	i	i	-9.4	i	4.0
Cc1cc(C2=NNC(=Nc3ccccc3)SC2)c(C)n1C	i	i	i	i	i	i	i	i	2.9	i	-19.0
Nc1nc(SCC(=O)Nc2ccc(OC(F)(F)F)cc2)[nH]c(=O)c1NC(=O)c1ccc(Br)o1	i	i	i	i	i	i	i	i	-8.1	i	-1.3
Cc1cccc(NC(=O)c2csnn2)n1	i	i	i	i	i	i	i	i	-9.5	i	-0.7
O=C(/C=C/c1ccco1)N1CCN(S(=O)(=O)c2cccs2)CC1	i	i	i	i	i	i	i	i	-10.4	i	.
COc1ccc(OC)c(NC(=O)c2cccnc2Sc2ccccc2)c1	i	i	i	i	i	i	i	i	7.4	i	-2.0
CC(=O)Nc1ccc(C(=O)c2ccccc2)cc1	i	i	i	i	i	i	i	i	0.5	i	3.8
O=C1NC(=O)/C(=C\c2ccc(OCc3cccc([N+](=O)[O-])c3)cc2)N1	i	i	i	i	i	i	i	i	2.9	i	3.6
CC1Cc2ccccc2N1Cc1ccc([N+](=O)[O-])cc1 (stereo unspecified)	i	i	i	i	i	i	i	i	-10.3	i	-1.7
Cc1ccc(NC(=O)Cn2c(O)c(N=NC(=O)c3cc4ccccc4cc3O)c3ccccc32)cc1	i	.	i	.	i	.	.	i	.	i	-10.3
Cc1cccc(C(=O)NNC(=O)CN2C(=O)c3ccccc3C2=O)c1	i	i	i	i	i	i	i	i	-0.6	i	-1.6
CCOC(=O)C1CCCN(S(=O)(=O)c2cc(Br)cc3c2N(C(=O)C2CC2)CC3)C1 (stereo unspecified)	i	i	i	i	i	i	i	i	3.1	i	-7.1
O=c1c([N+](=O)[O-])cccn1Cc1cccc(Cl)c1	i	i	i	i	i	i	i	i	0.4	i	3.5
COc1ccc(OC)c(NC(=O)N2CCCc3ccccc32)c1	i	i	i	i	i	i	i	i	0.6	i	-8.9

Additional records follow:
SMILES	ANO1 block	RGS4 inh	MrgX1 antagonist	RGS4 act	MrgX1 allo act	TRPC6 inh	TRPC6 act	TMEM16A act	SKKanGAS inh	MrgX1 ag	HDAC3 inh
CCCOc1ccc(Cc2c(O)nc(SC)[nH]c2=O)cc1C	i	i	i	i	i	i	i	i	3.8	i	-8.7
CCN(Cc1ccccc1)C(=O)CCNS(=O)(=O)c1ccc2c(c1)CC(C)N2C(C)=O (stereo unspecified)	i	i	i	i	i	i	i	i	-1.4	i	-6.4
Cc1ccccc1NC(=S)NC(NC(=O)N(C)C)C(Cl)(Cl)Cl (stereo unspecified)	i	i	i	i	i	i	i	i	-10.3	i	2.5
Cc1cc(OC(C)C(=O)NCc2ccccn2)c2c(C)cc(=O)oc2c1 (stereo unspecified)	i	i	i	i	i	i	i	i	-0.9	i	-16.3
CCOc1ccc2nc3sc(C(=O)N4CCOCC4)c(N)c3cc2c1	i	i	i	i	i	i	i	i	7.0	i	1.8
O=C(NCCc1ccccn1)c1cncc(Br)c1	i	i	i	i	i	i	i	i	-1.9	i	2.3
CCOC(=O)CCc1c(C)nc(SCCN2CCCC2)c(C#N)c1C	i	i	i	i	i	i	i	i	8.5	i	-0.1
COC(=O)C1=C(C)N=C2SC(C#N)=C(N)N2C1c1ccc(OC)cc1 (stereo unspecified)	i	i	i	i	i	i	i	i	5.9	i	-1.5

From PubChem
